Compound activity as filed in PubChem BioAssay.
LDHA inh = inhibitors of human lactate dehydrogenase A; AID 1347041; purified LDHA, NADH/diaphorase-resazurin fluorescence; hits give low values; 480,000 tested, 0.15% active; P00338; activity change, % (values are at about 110 or 230 µM); in the data active = activity change below about -30%; inconclusive = mostly about -25% to -30%;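 also: plate controls were DMSO wells for no effect and wells without enzyme for full effect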
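Enzyme activity of human lactate dehydrogenase 5 (2 nM; 0.06 mM NADH, 0.2 mM pyruvate, 5 min, RT) is measured via a resazurin/diaphorase fluorescence readout of residual NADH.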
ERG-DNA inh = ERG Ets/DNA interaction inhibition; P11308; fluorescence polarization, His-ERG Ets domain / labelled DNA; Potency, µM (top dose mostly 76.9 µM), without a hit: top-dose FP activity, negative = inhibition, most hits filed as inhibitors; 370,000 tested, 0.028% active; AID 624246; active = well fitted inhibition curve with a large enough effect in the polarisation, with a control signal flat; inconclusive = small, poorly fitted or top-dose-only effect, or effect the other way, or a change in a side signal; inactive = no such curve, though single readings can be large or run the other way; the % refers to the polarisation;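 also: polarization taken with two DNA probes labelled with fluorescein and Texas red; potency is read from the fitted curve at half-maximal effect; % of control where 0% means no effect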
Target sequence (P11308 whole entry, looked up, the tested form may be a part): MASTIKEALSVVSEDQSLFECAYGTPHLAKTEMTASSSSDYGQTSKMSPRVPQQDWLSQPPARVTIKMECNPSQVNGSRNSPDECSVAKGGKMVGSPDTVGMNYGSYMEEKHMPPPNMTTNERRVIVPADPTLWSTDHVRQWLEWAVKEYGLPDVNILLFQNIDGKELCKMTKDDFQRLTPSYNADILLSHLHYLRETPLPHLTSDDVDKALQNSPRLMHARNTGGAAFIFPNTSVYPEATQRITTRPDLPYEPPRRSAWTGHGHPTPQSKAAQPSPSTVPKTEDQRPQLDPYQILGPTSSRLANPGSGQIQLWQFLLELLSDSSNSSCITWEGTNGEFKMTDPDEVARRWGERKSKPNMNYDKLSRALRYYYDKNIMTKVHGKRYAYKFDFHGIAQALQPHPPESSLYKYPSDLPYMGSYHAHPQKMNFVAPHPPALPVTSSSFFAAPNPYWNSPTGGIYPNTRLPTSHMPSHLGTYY
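His-tagged ERG Ets domain (1 uM in the protein solution; 300mM KCl, 50mM Tris-HCl, 1mM EDTA, 1mM DTT, pH 7.5) received compound, then a probe mix of 5 nM fluorescein-DNA and 100nM Texas-615-DNA. Fluorescence polarization was read for both dyes.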
APEX1 inh = APE1 (human) endonuclease inhibition; P27695; recombinant APE1, TAMRA/BHQ-2 abasic DNA cleavage fluorescence; Potency, µM (doses to about 65.8 µM), inactives show at the highest dose activity change, negative = inhibition, most hits filed as inhibitors; 350,000 tested, 0.35% active;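 also: potency is read from the fitted curve at half-maximal effect; plate controls were vehicle for no effect and reference inhibitor for full effect; nearly all actives have a fitted effect of over 55% in size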
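Substrate: short duplex with […] THF abasic site, 5'-TAMRA and 3'-BHQ-2, 50 nM final. APE1 at 0.75 nM, preincubated 15 min RT with compound. Fluorescence increase from first to third read measured activity.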
POLB inh = DNA polymerase beta (human) inhibition; P06746; Pol beta primer extension/strand displacement, fluorescence kinetic; Potency, µM (series often up to 114 µM), inactives show at the top dose activity change, negative = inhibition, actives largely listed as inhibitors; 340,000 tested, 1.3% active; also: potency is read from the fitted curve at half-maximal effect; % is scaled to controls: 0 for no effect and ±100 for the full control effect
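Values derive from four-parameter Hill fits of normalized kinetic data: reads at 0 and 10 min following addition of 50 nM substrate to 10 nM Pol beta preincubated 15 min with compound.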
RGS4 inh = blocks human RGS4-accelerated GTP hydrolysis. Transcreener GDP fluorescence polarization, RGS4-accelerated GTP hydrolysis. AID 504845. 390,000 tested, 0.039% active. P49798. Potency, µM (top dose mostly 114 µM), for inactives: at the highest dose activity change, negative = inhibition, most hits filed as inhibitors; also: potency is read from the fitted curve at half-maximal effect; % is scaled to controls: 0 for no effect and ±100 for the full control effect; nearly all actives have a fitted effect of over 75% in size; some results filed as inactive show a strong effect at the top dose
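MLSMR compounds (23 nl, pin-transferred) preincubated 10 min at room temperature with a 500nM (2x) first reagent, then RGS4 at 900nM (2x) plus Transcreener GDP mix added; fluorescence polarization (620/688 nm) read before and after 90 min at 30 °C.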
Apoferritin bind = candidate novel general anesthetic via apoferritin binding; P02791; apoferritin/1-aminoanthracene competitive binding, fluorescence; Potency, µM (highest dose often 77.5 µM), for inactives: at the highest dose activity change, negative = displacement, actives largely listed as inhibitors; 350,000 tested, 0.074% active; AID 485281; also: potency is read from the fitted curve at half-maximal effect; % is scaled to controls: 0 for no effect and ±100 for the full control effect; nearly all actives have a fitted effect of over 20% in size
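Read-out: endpoint 1-AMA fluorescence, excitation 380 nm and emission 535 nm, after compounds sit 10 min at room temperature with 10 uM horse-spleen apoferritin in 50% saturated 1-AMA/PBS. Values come from four-parameter Hill fits.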
POLH inh = inhibitors of human DNA polymerase eta. Q9Y253. recombinant Pol eta, fluorescent DNA replication assay. Potency, µM (top dose mostly 114 µM), for inactives: top-dose activity change, negative = inhibition, hits mostly inhibitors. 390,000 tested, 1.2% active. AID 588591; also: potency is read from the fitted curve at half-maximal effect; % is scaled to controls: 0 for no effect and ±100 for the full control effect
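Pol eta (10 nM) was preincubated with compounds for 15 min at room temperature, after which fluorescent replication substrate (50 nM final) was added to start the reaction. Fluorescence was read kinetically at 0 and 10 min.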
POLK inh = DNA polymerase kappa (human) inhibition; 400,000 tested, 0.53% active; AID 588579; Potency, µM (highest dose often 107 µM), for inactives: at the highest dose activity, negative = inhibition, most hits filed as inhibitors; purified Pol kappa, fluorescent DNA synthesis assay, 10 min; Q9UBT6; also: potency is read from the fitted curve at half-maximal effect; % is scaled to controls: 0 for no effect and ±100 for the full control effect
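Pol kappa 10 nM + cpd, 15 min RT; start w/ substrate 50 nM final; fluorescence kinetic read, 0 and 10 min. Neg ctrl: buffer, no enzyme.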
ALOX12 inh = ALOX12 (human) lipoxygenase inhibition | Potency, µM (doses to about 108 µM), inactives show at the highest dose activity change, negative = inhibition, most hits filed as inhibitors | purified 12hLO, xylenol orange hydroperoxide absorbance | P18054 | 580,000 tested, 1.1% active; also: potency is read from the fitted curve at half-maximal effect; % is scaled to controls: 0 for no effect and ±100 for the full control effect
Target sequence (P18054 whole entry, looked up): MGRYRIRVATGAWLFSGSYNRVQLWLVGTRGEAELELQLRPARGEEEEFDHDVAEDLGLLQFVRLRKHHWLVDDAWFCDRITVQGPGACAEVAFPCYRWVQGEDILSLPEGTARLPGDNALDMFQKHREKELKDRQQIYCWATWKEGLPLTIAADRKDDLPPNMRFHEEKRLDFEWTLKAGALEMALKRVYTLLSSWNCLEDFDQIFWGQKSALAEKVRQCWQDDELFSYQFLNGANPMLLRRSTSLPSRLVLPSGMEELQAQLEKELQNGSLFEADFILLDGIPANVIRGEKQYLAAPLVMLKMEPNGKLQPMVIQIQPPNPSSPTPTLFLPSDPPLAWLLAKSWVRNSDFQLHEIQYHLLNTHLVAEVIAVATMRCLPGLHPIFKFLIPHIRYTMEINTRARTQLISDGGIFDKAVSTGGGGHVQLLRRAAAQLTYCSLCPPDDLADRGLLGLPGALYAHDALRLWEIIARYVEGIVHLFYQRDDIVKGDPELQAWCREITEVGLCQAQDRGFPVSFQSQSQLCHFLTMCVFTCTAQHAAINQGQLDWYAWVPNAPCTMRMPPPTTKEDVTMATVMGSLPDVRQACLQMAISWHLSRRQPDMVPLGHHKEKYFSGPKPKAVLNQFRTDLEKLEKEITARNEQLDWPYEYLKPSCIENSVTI
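Purified human 12hLO (150 nM final) in 25 mM Hepes, 0.01% Triton X-100, pH 7.0 was preincubated 15 min at room temperature with compound. Then 40 uM arachidonic acid was added, 30 min. Hydroperoxide was read by Fe-XO absorbance ratio 573/405 nm.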
The depositor's hits bear a star; [ ] = dose if it differs, or a comment. Unless noted, calls follow the shape of the dose curve; as a rule, active = well fitted curve in the direction sought with a large enough effect; inconclusive = small, poorly fitted or top-dose-only effect, or another doubt; inactive = no such curve, though single readings can be large; an effect the other way counts as inactive or inconclusive.

CCOC(=O)/C(C#N)=C/c1ccc(-c2ccc(C)cc2)o1 was read as LDHA inh -2, ERG-DNA inh 4%, POLB inh 2%, RGS4 inh 30%[activator], Apoferritin bind 54%[activator], POLH inh -10%, POLK inh -16% and ALOX12 inh inconclusive.
`COc1nc(Nc2ccc([N+](=O)[O-])cc2)nc(NC(C)C)n1` gave LDHA inh -1, ERG-DNA inh 3%, APEX1 inh 12%, POLB inh -2%, RGS4 inh 4%, Apoferritin bind -8%, POLH inh -25%, POLK inh -14% and ALOX12 inh -17%.
For CCCCn1cc(SCC(=O)O)c2ccccc21 the results were LDHA inh -1, ERG-DNA inh -1%, APEX1 inh 1%, POLB inh -1%, RGS4 inh -12%, Apoferritin bind -1%, POLH inh -9%, POLK inh -7% and ALOX12 inh inconclusive.
CCn1c(C)nc2cc(C(=O)NNC(=O)Nc3cccc(Cl)c3)ccc21 was read as LDHA inh 4, ERG-DNA inh 17%, APEX1 inh -2%, POLB inh 18%, RGS4 inh -10%, Apoferritin bind -17%, POLH inh 4%, POLK inh -1% and ALOX12 inh -1%.
Screening O=C(COC(=O)c1cccs1)NC1CCCC1 returned LDHA inh -10, ERG-DNA inh 0%, APEX1 inh 31%, POLB inh 6%, RGS4 inh 12%, Apoferritin bind -1%, POLH inh -6%, POLK inh -7% and ALOX12 inh -13%.
Screening O=C(/C=C\Nc1ccc(S(=O)(=O)Nc2ncccn2)cc1)c1ccccc1 returned LDHA inh -3, ERG-DNA inh 9%, APEX1 inh 1%, POLB inh 22%, RGS4 inh 21%, Apoferritin bind 6%, POLH inh -3%, POLK inh 2% and ALOX12 inh 0%.
For Cc1cc(S(=O)(=O)Nc2ccc3[nH]c(=O)sc3c2)ccc1F the results were LDHA inh -16, ERG-DNA inh -19%, POLB inh 22%, RGS4 inh 1%, Apoferritin bind -19%, POLH inh -1%, POLK inh -4%[60.1 µM] and ALOX12 inh inconclusive.
Screening CC(C)OCCCn1c(SCC(=O)N2CCc3ccccc32)nc2ccccc2c1=O returned LDHA inh -1, ERG-DNA inh -8%, APEX1 inh -4%, POLB inh 3%, RGS4 inh -12%, Apoferritin bind -5%, POLH inh 1%, POLK inh -7% and ALOX12 inh 10%.
Screening CCC1CCCCN1C(=O)COc1c(Br)cc(Br)c2cccnc12 (centres undefined) returned LDHA inh 0, ERG-DNA inh 8%, APEX1 inh -1%, POLB inh 22%, RGS4 inh 5%, Apoferritin bind inconclusive, POLH inh -8%, POLK inh -15% and ALOX12 inh -2%.
For COc1ccc(CC(=O)N(C)Cc2ccc(OC(F)F)cc2)cc1S(=O)(=O)N1CCOCC1 the results were LDHA inh 1, ERG-DNA inh 0%, RGS4 inh -12%, POLH inh -13%, POLK inh 11% and ALOX12 inh 3%.
`NC(=O)COc1ccc2cc(-c3ccccc3)c(=O)oc2c1` gave LDHA inh -16, ERG-DNA inh -7%, APEX1 inh -3%, POLB inh 35%, RGS4 inh -9%, Apoferritin bind 83%[activator], POLH inh -12%, POLK inh -32% and ALOX12 inh 5%.
For Cc1ccc(S(=O)(=O)NNc2nnc(C)c(=O)[nH]2)cc1 the results were LDHA inh 9, ERG-DNA inh 8%, APEX1 inh 3%, POLB inh 3%, RGS4 inh -24%, Apoferritin bind 0%, POLH inh 5%, POLK inh -15% and ALOX12 inh 11%.
For CCCCn1c(SCC(=O)Nc2ccc3c(c2)OCO3)nc2c1c(=O)n(C)c(=O)n2C the results were LDHA inh -2, ERG-DNA inh 8%, APEX1 inh -1%, POLB inh -1%, RGS4 inh 8%, Apoferritin bind -8%, POLH inh -5%, POLK inh 4% and ALOX12 inh -4%.
For Cc1cccc(OCC(=O)N2CCN(S(C)(=O)=O)CC2)c1 the results were LDHA inh -5, ERG-DNA inh 8%, APEX1 inh -3%, POLB inh 3%, RGS4 inh -11%, Apoferritin bind -5%, POLH inh -10%, POLK inh -8% and ALOX12 inh 0%.
Screening CN1C(=O)C(O)(C2COC(C)(C)CC2=O)c2ccccc21 (centres undefined) returned LDHA inh -3, ERG-DNA inh 9%, APEX1 inh 1%, POLB inh 9%, RGS4 inh -26%, Apoferritin bind -9%, POLH inh -13%, POLK inh 5% and ALOX12 inh 155%[activator].
`CCOc1cc(/C=N/Nc2cc(C)nc3ccc(C)cc23)ccc1O` gave LDHA inh 1, ERG-DNA inh -12%, APEX1 inh 3%, POLB inh 43%, RGS4 inh 1%, Apoferritin bind -8%, POLH inh -27%, POLK inh 2% and ALOX12 inh 4%.
`CCN(CC)CCNC(=O)CN1C(=O)c2cccnc2Oc2ccc(C)cc21` gave LDHA inh -3, ERG-DNA inh -2%, POLB inh inconclusive, RGS4 inh 22%, Apoferritin bind -6%, POLH inh 11%, POLK inh -11% and ALOX12 inh 1%.
COc1ccc(OC)c(NC(=O)Nc2ccc3[nH]ccc3c2)c1 was read as LDHA inh -1, ERG-DNA inh -1%, RGS4 inh 4%, POLH inh -14%, POLK inh 1% and ALOX12 inh 0%.
Screening O=C(NC1(C(F)(F)F)C(=O)Nc2c1c(=O)[nH]c(=O)n2-c1ccccc1)c1ccccc1Cl (centres undefined) returned LDHA inh -9, ERG-DNA inh 2%, POLB inh -5%, RGS4 inh 21%, Apoferritin bind 8%, POLH inh -3%, POLK inh -16%[60.1 µM] and ALOX12 inh -22%.
Cc1ccc(C)c(NC(=O)Cc2nc(CCl)cs2)c1 was read as LDHA inh 5, ERG-DNA inh 5%, APEX1 inh 1%, POLB inh 1%, RGS4 inh -46%, Apoferritin bind -12%, POLH inh -18%, POLK inh -1% and ALOX12 inh inconclusive.
CCCSCCCNC(=O)c1ccc(C)c(NC(=O)c2nsc3ccccc23)c1 was read as LDHA inh -16, ERG-DNA inh 3%, POLB inh 21%, RGS4 inh 19%, Apoferritin bind 48%[activator], POLH inh 3%, POLK inh -8%[60.1 µM] and ALOX12 inh -23%.
CCOc1ccc(Cc2nc(C)c(CC(=O)N3CCCCC3)c(=O)[nH]2)cc1 was read as LDHA inh -1, ERG-DNA inh -11%, APEX1 inh -1%, POLB inh 33%, RGS4 inh -6%, Apoferritin bind -7%, POLH inh -15%, POLK inh -1% and ALOX12 inh 3%.
Screening CCOC(=O)c1sc2ccccc2c1S(=O)(=O)N1CCN(c2cccc(OC)c2)CC1 returned LDHA inh 5, ERG-DNA inh -2%, POLB inh 1%, RGS4 inh -10%, Apoferritin bind -3%, POLH inh -14%, POLK inh 0% and ALOX12 inh -30%.
For COc1ccc(N2C(=O)C(CC(=O)Nc3ccccc3)N(Cc3ccc(OC)c(OC)c3)C2=O)cc1 (centres undefined) the results were LDHA inh -12, ERG-DNA inh 2%, APEX1 inh 9%, POLB inh -10%, RGS4 inh -46%, Apoferritin bind -4%, POLH inh 1%, POLK inh -3% and ALOX12 inh 6%.
Screening COc1ccccc1-n1c(C)cc(/C=C2/C(=N)N3C(=NC2=O)SN=C3S(C)(=O)=O)c1C returned LDHA inh -5, ERG-DNA inh -9%, APEX1 inh -8%, POLB inh -12%, RGS4 inh -2%, Apoferritin bind -21%, POLH inh 79µM*, POLK inh -36% and ALOX12 inh -29%.
Screening CCOC(=O)/C(C(N)=NCCCO)=C(/O)c1ccccc1 returned LDHA inh -6, ERG-DNA inh -8%, APEX1 inh -1%, POLB inh 41%, RGS4 inh 11%, Apoferritin bind -8%, POLH inh -10%, POLK inh 8% and ALOX12 inh 9%.
Cc1ccc(C(c2nnnn2C2CCCC2)N2CCc3ccccc32)cc1 (centres undefined) was read as LDHA inh 11, ERG-DNA inh -9%, APEX1 inh -4%, POLB inh 0%, RGS4 inh 18%, Apoferritin bind -4%, POLH inh -13%, POLK inh -21% and ALOX12 inh 0%.
Screening COC(=O)c1sc(-c2ccccc2)cc1NC(=O)c1cccc(Cl)c1 returned LDHA inh -1, ERG-DNA inh 1%, POLB inh 35%, RGS4 inh -12%, Apoferritin bind 3%, POLH inh 10%, POLK inh 2% and ALOX12 inh -15%.
Screening Cc1c(Cl)cccc1NC(=O)NCCOCCn1c(=O)oc2ccccc21 returned LDHA inh -12, ERG-DNA inh 13%, POLB inh 16%, RGS4 inh -14%, Apoferritin bind 56%[activator], POLH inh 0%, POLK inh -42% and ALOX12 inh -9%.
For Cc1ccc(-n2c(C)cc(C(=O)CN3CCOCC3)c2C)cc1C the results were LDHA inh 2, ERG-DNA inh 13%, APEX1 inh -5%, POLB inh 0%, RGS4 inh -1%[56.9 µM], Apoferritin bind -10%, POLH inh -17%, POLK inh -5% and ALOX12 inh 4%.
`Cc1[nH]nc2c1C1(CCN(C(=O)c3ccccc3)CC1)C(C#N)=C(N)O2` gave LDHA inh 6, ERG-DNA inh -2%, APEX1 inh -2%, POLB inh -3%, RGS4 inh 8%, Apoferritin bind 2%, POLH inh -10%, POLK inh -7% and ALOX12 inh 0%.

Reprinted at random: 2 records from the list, in no set order.
Screening CCOC(=O)/C(C(N)=NCCCO)=C(/O)c1ccccc1 returned LDHA inh -6, ERG-DNA inh -8%, APEX1 inh -1%, POLB inh 41%, RGS4 inh 11%, Apoferritin bind -8%, POLH inh -10%, POLK inh 8% and ALOX12 inh 9%.
Screening COC(=O)c1sc(-c2ccccc2)cc1NC(=O)c1cccc(Cl)c1 returned LDHA inh -1, ERG-DNA inh 1%, POLB inh 35%, RGS4 inh -12%, Apoferritin bind 3%, POLH inh 10%, POLK inh 2% and ALOX12 inh -15%.

A portion of the library, so the mix of outcomes need not match the whole.
